LYP phosphatase – inhibitors of LYP phosphatase, biochemical, fluorescence intensity, uHTS (AID 1779); Tyrosine-protein phosphatase non-receptor type 22 (Homo sapiens); recombinant LYP phosphatase, fluorescence intensity; higher % means a stronger effect; inhibition, % at 11.5 µM, or IC50 in µM where a hit was titrated; 290,000 compounds, 0.054% hits;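 also: plate controls were vehicle with enzyme for no effect and no enzyme for full effect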
SIAH1 antagonists – Siah-1 peptide-binding antagonists, primary screen, biochemical, fluorescence polarization, rhodamine-plectin, uHTS (AID 1817); E3 ubiquitin-protein ligase SIAH1 (Homo sapiens); Siah-1 / rhodamine-plectin peptide fluorescence polarization; higher % means a stronger effect; displacement, % at 20 µM; hits with a dose series show IC50 in µM; 290,000 compounds, 0.02% hits;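 active = displacement of at least 50% at 20 µM, with a fluorescence ratio check between 0.3 and a set limit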;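 also: plate controls were Siah plus tracer with DMSO for no effect and tracer alone without Siah for full effect; strong numbers were not always called active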
XIAP displacement – XIAP antagonists, biochemical, IAP family, fluorescence polarization (AID 1018). E3 ubiquitin-protein ligase XIAP (Homo sapiens). XIAP BIR domain, fluorescence polarization peptide displacement; higher % means a stronger effect. displacement, % at 20 µM, or IC50 in µM where a hit was titrated. 200,000 compounds, 0.007% hits; in the data active = displacement above about 50%; also: a part of the inactive calls stands beside numbers as strong as those of hits
P. falciparum M17LAP – P. falciparum M17LAP inhibitors, primary screen, biochemical, fluorogenic H-Leu-NHMec substrate, 1536-well (AID 1619); 220,000 compounds, 0.38% hits; inhibition, % at 30 µM, or IC50 in µM where a hit was titrated; recombinant M17LAP, H-Leu-NHMec fluorogenic kinetic assay; higher % means a stronger effect;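 active = compound inhibiting the enzyme by more than half at any dose during confirmatory dose-response retesting; inconclusive = strong single-dose inhibitors picked by rank but not retested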;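 also: plate controls were full reaction with DMSO carrier for no effect and no enzyme background for full effect; strong numbers were not always called active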
M1AAP inhibition – P. falciparum M1AAP inhibitors, biochemical, fluorogenic H-Leu-NHMec substrate, 1536-well (AID 1445). inhibition, % at 30 µM; hits with a dose series show IC50 in µM. recombinant M1AAP, H-Leu-NHMec fluorogenic kinetic assay; higher % means a stronger effect. 220,000 compounds, 0.42% hits;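 active = primary inhibition above the hit cutoff, then over 50% inhibition at one or more dose response concentrations, cut at about 23% in these data, passing the limit was not always enough; inconclusive = conflicting primary data, or primary hits not chosen for dose response; inactive = low primary inhibition, or under 50% at every dose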;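 also: plate controls were DMSO full reaction for no effect and no enzyme background for full effect; strong numbers were not always called active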
Lipid droplet – inhibitors of hepatocyte lipid droplet formation, primary screen, imaging, high-throughput imaging, BODIPY stain | AML12 mouse hepatocytes, oleate lipid droplets | inhibition, % at 6.5 µM | 240,000 compounds, 0.4% hits | AID 1656, 2009;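 active = lipid droplet intensity inhibited by at least 50%, with more than 500 cells counted; inconclusive = wells with under 300 cells, treated as cytotoxic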
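Assay system: AML12 hepatocytes (mouse) / Also added: 100 µM oleic acid challenge / Times: overnight treatment with compound plus oleate / Detection: high-content imaging of BODIPY-stained droplets and DAPI nuclei / Evaluation: % inhibition of lipid droplet signal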
AID2073 – inhibitors of Mint1-CaV2.2 protein interaction, biochemical, HTRF (AID 2073). HTRF protein-protein interaction, Mint1-CaV2.2; higher % means a stronger effect. one-dose inhibition, % at 20 µM; IC50 in µM for titrated hits. 290,000 compounds, 0.19% hits; in the data active = inhibition mostly above about 51%, no sharp cut-off; inconclusive = no clear call, values can overlap the other calls; inactive = mostly below about 53%; also: some results filed as inactive read as strong as hits
ER stress rescue – rescue of cells from ER stress-induced death, primary screen, 384-well, CSM14.1, thapsigargin, ATP luminescence (AID 1222); cellular ATP content (survival), % at 20 µM, or EC50 in µM where a hit was titrated; 190,000 tested, under 10 active; CSM14.1 thapsigargin-induced death rescue, ATP luminescence; higher % means a stronger effect;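 active = EC50 below 50 µM in the dose-response confirmation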;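 also: death triggered by thapsigargin at about 15 µM added after 2 h compound pretreatment; cell ATP read after overnight thapsigargin exposure of roughly 18 to 22 hours; normalized against plate controls of thapsigargin alone and 5% DMSO vehicle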
NOD2 inhibition – NOD2 signaling inhibitors, cell-based, luminescence, uHTS, HEK293 (AID 1566). HEK293 NOD2/NF-kB luciferase reporter, luminescence; higher % means a stronger effect. 290,000 compounds, 0.63% hits. inhibition, % at 4 µM, or EC50 in µM where a hit was titrated; also: many of its hits are not listed in these tables
Lipid droplet cells 6.5 µM – second read-out of Lipid droplet, no call of its own (marks repeat the call); cell count; measured here: cell count, cytotoxicity flag;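 cells counted across two imaged fields per well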
Numbers without * were called inactive; ? = inconclusive; . = not tested or not shown. Rule as the data show it, unless noted: active = inhibition above about 50%; inactive = the rest.

SMILES	LYP phosphatase	SIAH1 antagonists	XIAP displacement	P. falciparum M17LAP	M1AAP inhibition	Lipid droplet	Lipid droplet cells 6.5 µM	AID2073	ER stress rescue	NOD2 inhibition
OCCC1CN(Cc2cccn2-c2cccnc2)CCN1CCc1ccccc1 (stereo unspecified)	-11%	4%	-5.9%	.	.	-9	759	4%	-0.7%	17%
CC(=O)N/N=c1\sc2ccccc2n1C	-3%	0%	-5.4%	2%	3%	-2	693	-4%	.	-2%
Cc1c(CCC(=O)N[C@@H](CC(C)C)C(=O)O)c(=O)oc2c(C)c3oc4c(c3cc12)CCCC4	-3%	14%	.	.	.	-17	755	35%	.	14%
COC(=O)c1ccc(COC(=O)c2cccnc2Cl)cc1	-2%	-1%	.	.	.	1	831	7%	.	-9%
CC(=O)NC(Cc1cccc(F)c1)C(=O)NC1CCN(c2nnnn2-c2ccccc2)CC1 (stereo unspecified)	-7%	2%	-6.6%	-4%	4%	-9	712	3%	-0.8%	-3%
Cc1ccc2sc(N(CCCN(C)C)C(=O)CN3C(=O)c4ccccc4C3=O)nc2c1C	-8%	3%	-3.7%	-4%	3%	5	690	?	1.1%	12%
CS(=O)(=O)CC(=O)Nc1ccc2nc3n(c(=O)c2c1)CCCCC3	-3%	-2%	.	-1%	-2%	14	711	1%	.	-6%
CN(C)c1ccc(C2OC(=O)C(C)(C)C(=O)C2(C)C)cc1 (stereo unspecified)	-2%	1%	-9.0%	-5%	-1%	.	.	-8%	-2.4%	9%
COc1ccc(C2=NN(C(=O)c3ccccc3)C(c3ccc(OC)c(OC)c3)C2)c(O)c1 (stereo unspecified)	5%	-3%	.	.	.	0	807	8%	.	9%
CCCS(=O)(=O)c1c(S(=O)(=O)CCC)c2c(N)cccn2c1C(=O)c1ccc(OC)cc1	7%	16%	-3.3%	-5%	2%	-37	659	17%	6.9%	11%
CCCCCC(=O)NC(=S)Nc1cccc(-c2nc3ncccc3o2)c1	-1%	2%	.	14%	6%	-1	757	-10%	.	28%
CSCCC(NS(=O)(=O)c1cc(C(=O)O)ccc1Cl)C(=O)O (stereo unspecified)	-4%	4%	-2.7%	-1%	1%	4	699	-2%	-1.8%	-4%
COC(=O)c1cccc(NC(=O)Cc2ccccc2[N+](=O)[O-])c1C	-7%	-6%	-19%	3%	3%	-2	677	-4%	1.1%	0%
COc1ccc(N=Cc2nc(-c3ccccc3)oc2OC(C)=O)cc1	0%	4%	.	13%	?	2	721	9%	.	14%
COC(=O)c1ccc(/C=N\N2CCN(c3ccccc3)CC2)cc1	-9%	-5%	.	.	.	1	832	29%	.	-14%
CC(NCCc1ccc(O)cc1)C(O)c1ccc(O)cc1 (stereo unspecified)	-6%	4%	-4.9%	-3%	14%	-5	774	4%	2.6%	19%
Cc1oc(C)c(C(N)=O)c1C(N)=O	-12%	3%	-3.3%	-4%	3%	1	757	0%	-3.8%	0%
COc1ccccc1NC(=O)CC(=O)c1ccccc1	-4%	-2%	.	.	.	26	834	5%	.	0%
Cc1ccccc1OCC(=O)Nc1ccc(S(=O)(=O)N2CCOCC2)cc1	-1%	0%	.	.	.	-7	768	3%	.	6%
Cc1ccc(OCCn2cc(C#N)c3ccccc32)cc1	4%	2%	-2.2%	-12%	8%	10	723	8%	5.9%	-5%
N=C1/C(=C/c2cccn2Cc2ccc(Cl)cc2)C(=O)N=C2SC=CN12	-5%	-1%	-1.9%	6%	6%	-19	653	11%	1.9%	3%
CCCc1cnc(N2CCN(C(=O)c3ccccc3)CC2)nc1	-6%	6%	.	.	.	13	693	12%	.	-58%
COc1ccccc1CCNC(=O)Cn1ccc2cc(S(=O)(=O)N3CCC(C)CC3)ccc21	-2%	-2%	.	.	.	-1	743	4%	.	-1%
O=C(CCC(=O)N1CCOc2ccccc21)NCc1cccnc1	-5%	-1%	.	.	.	41	782	0%	.	-4%
CN(Cc1cccs1)c1ncnc2sccc12	2%	-5%	-12%	3%	3%	-47	654	0%	0.2%	33%

Pulled one by one from above (3):
SMILES	LYP phosphatase	SIAH1 antagonists	XIAP displacement	P. falciparum M17LAP	M1AAP inhibition	Lipid droplet	Lipid droplet cells 6.5 µM	AID2073	ER stress rescue	NOD2 inhibition
CSCCC(NS(=O)(=O)c1cc(C(=O)O)ccc1Cl)C(=O)O (stereo unspecified)	-4%	4%	-2.7%	-1%	1%	4	699	-2%	-1.8%	-4%
CN(Cc1cccs1)c1ncnc2sccc12	2%	-5%	-12%	3%	3%	-47	654	0%	0.2%	33%
CS(=O)(=O)CC(=O)Nc1ccc2nc3n(c(=O)c2c1)CCCCC3	-3%	-2%	.	-1%	-2%	14	711	1%	.	-6%

Later entries:
SMILES	LYP phosphatase	SIAH1 antagonists	XIAP displacement	P. falciparum M17LAP	M1AAP inhibition	Lipid droplet	Lipid droplet cells 6.5 µM	AID2073	ER stress rescue	NOD2 inhibition
COc1ccc(CNC(=O)Cn2nnc3ccccc3c2=O)cc1	-4%	7%	.	15%	3%	0	769	10%	.	-28%
COc1ccc(C(C(=O)NCC2CCCO2)N(C(=O)Cn2nnc3ccccc32)c2ccc(NC(C)=O)cc2)cc1OC (stereo unspecified)	-8%	-7%	.	.	.	-4	766	2%	.	-10%
CCCCN(CC)Cc1ccc(CNC(=S)Nc2ccc(C)cc2Cl)o1	-3%	-2%	-1.8%	-2%	-2%	-3	693	-39%	-10%	5%
CCN1CCCC1CNC(=O)C(=O)NC(C)C (stereo unspecified)	-6%	-4%	-13%	-3%	-1%	-8	583	-11%	-1.0%	11%
COc1ccc(-c2nc3cc(NC(=S)NC(=O)Cc4ccccc4)ccc3o2)cc1	0%	2%	-18%	-11%	2%	10	526	-8%	-0.5%	2%
CC1(C)Cc2c(C#N)c(OCC(=O)c3ccccc3)nc(-c3ccoc3)c2CO1	8%	-9%	-8.3%	27%	-2%	.	.	14%	-1.2%	-19%
CCCn1c2ccccc2c2nnc(SCC(=O)Nc3cc(C)on3)nc21	-6%	1%	-7.1%	12%	10%	6	801	1%	-1.3%	8%
O=C(CC1OC(=O)c2ccccc21)Nc1cccc(S(=O)(=O)N2CCCCCC2)c1 (stereo unspecified)	-6%	0%	.	.	.	2	883	3%	.	16%
CCOC(=O)N1CCN(c2c(NCCc3ccccc3)c(=O)c2=O)CC1	-6%	1%	-0.1%	0%	2%	.	.	-4%	0.7%	6%
CCOC(=O)n1c(=O)oc2ccccc21	-10%	-1%	-5.0%	16%	0%	3	767	-6%	-0.1%	13%
CC(Sc1nnc(COc2ccc([N+](=O)[O-])cc2)n1C)C(=O)O (stereo unspecified)	-8%	5%	-6.0%	-6%	18%	10	697	10%	1.5%	4%
COc1cccc(NC(=O)COC(=O)CCOc2ccccc2OC)c1	9%	1%	-3.2%	-2%	0%	-4	666	49%	-1.3%	10%
Cc1ccc(CNC(=O)CCC2CCCN(Cc3ccc4cccc(F)c4n3)C2)o1 (stereo unspecified)	-7%	3%	-5.4%	-2%	3%	-16	736	10%	0.1%	1%
O=C(N/N=C/c1ccccc1Br)C1CC1	0%	5%	-5.9%	-3%	-3%	6	685	4%	-1.0%	18%
Cc1cc(C)n2c(nc3ccccc32)c1C(=O)NN	-2%	-1%	.	-3%	8%	25	630	28%	.	10%
O=C(CSc1ccccc1)NCCCc1ccccc1	-7%	2%	-6.1%	1%	0%	4	680	-8%	-0.4%	-18%
Cc1nnc(Nc2ccc(C(=O)N3CCOCC3)cc2)c2ccccc12	0%	-6%	-1.0%	22%	6%	-16	741	3%	-1.5%	0%
O=C(CSc1ccc(Cl)cc1)Nc1ncccn1	-5%	-5%	-9.5%	10%	-1%	13	666	-4%	-0.6%	3%
COc1ccc([N+](=O)[O-])cc1NC(=O)C(C)Sc1ccccc1 (stereo unspecified)	-1%	5%	-9.8%	-4%	3%	-38	591	8%	1.4%	6%
Cc1ccc(C2c3c(oc4ccc(Cl)cc4c3=O)C(=O)N2CCCN2CCOCC2)o1 (stereo unspecified)	-4%	-1%	-8.6%	-5%	8%	-2	717	7%	1.3%	0%
O=C(COC(=O)CNC(=O)c1ccco1)Nc1ccc(F)cc1	0%	9%	-7.5%	-9%	10%	2	670	16%	-10%	-8%
COC(=O)c1c(NC(=O)CSc2nnc(Cn3nnc4ccccc43)n2C)sc(C)c1C	-9%	5%	0.0%	1%	3%	.	.	?	1.3%	-10%
C=C(C)CSc1nc2c(c(=O)[nH]c(=O)n2C)n1CCC(C)C	-5%	1%	-0.8%	7%	16%	.	.	1%	-1.6%	24%
COc1ccc(Oc2ccc(/C=C/C(=O)c3ccc(O)cc3)cc2[N+](=O)[O-])cc1	1%	-1%	-5.6%	12%	4%	-37	709	-1%	-3.9%	-50%
COc1ccc(-n2c(C)nn(C)c2=O)c(OC)c1	-10%	0%	-5.8%	2%	3%	.	.	3%	-1.3%	16%
(continued)
SMILES	LYP phosphatase	SIAH1 antagonists	XIAP displacement	P. falciparum M17LAP	M1AAP inhibition	Lipid droplet	Lipid droplet cells 6.5 µM	AID2073	ER stress rescue	NOD2 inhibition
CC(=O)c1ccc(Nc2ccc([N+](=O)[O-])c3nonc23)cc1	-5%	8%	.	.	.	-5	780	-2%	.	11%
COc1ccc2[nH]c(=O)c(CN(C(=O)c3cccnc3)c3ccccc3OC)cc2c1	3%	5%	8.4%	11%	10%	0	657	4%	.	13%
COc1ccc2c(=O)c(C(=O)O)c(-c3ccc4c(c3)OCO4)n(C)c2c1	0%	10%	4.0%	-16%	3%	3	719	22%	1.5%	12%
Cc1ccc(N2C(=O)CC(Sc3nc(C)cc(C)n3)C2=O)cc1 (stereo unspecified)	-10%	2%	.	.	.	-14	832	-3%	.	-7%
CSc1ccc(S(=O)(=O)NC2CCCCCC2)cc1	-8%	7%	-4.0%	0%	2%	-2	692	-4%	-3.5%	-3%
Fc1ccc(F)c(CN2CCN(c3ncccn3)CC2)c1	-8%	5%	-1.7%	9%	1%	0	685	18%	-0.5%	0%
O=C(Cc1ccccc1)NC(=S)Nc1cc(C(F)(F)F)ccc1Cl	-4%	-1%	-4.2%	-5%	8%	.	.	3%	-1.4%	27%
CCCCN1C(C(=O)Nc2ncccn2)=C(O)c2ccccc2S1(=O)=O	0%	6%	.	.	.	-4	785	38%	.	-27%
NS(=O)(=O)c1ccc(CCNC(=O)CN2CCN(c3ccc(F)cc3)CC2)cc1	-7%	4%	-4.4%	14%	12%	-4	628	20%	-0.2%	25%
COc1ccc(C(=O)NCc2nnc(SCC(=O)N3CCOCC3)o2)cc1OC	2%	-1%	-5.6%	4%	4%	-3	724	-3%	0.0%	2%

These rows are one share of the data; rates above refer to the full screens.
